# From PubChem
# TNF death inh – inhibitors of TNF-alpha triggered necroptosis, primary screen, cell-based, Jurkat FADD-/-, single concentration; AID 463075, 2010; 220,000 compounds, 0.068% hits; Jurkat FADD-/- TNF necroptosis rescue, ATP luminescence, 24 h; 0 = TNF only, 100 = no-TNF cells; activation (protection from cell death), % at 10 µM;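 active = activation, meaning protection from cell death, of at least 50% relative to plate controls; inactive = activation below 50%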;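 also: necroptosis triggered by 40 ng/mL TNF-alpha added together with compound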
# zfTRPN1 agonist – zebrafish TRPN1 channel agonists, primary screen, cell-based, HEK293, calcium fluorescence; transient receptor potential cation channel N1 (TRPN1/NompC), Danio rerio; HEK293 zebrafish TRPN1-YFP, Fluo-8 calcium fluorescence; 100% = response to 87 µM carbachol; activation, % at 3 µM; 220,000 compounds, 0.18% hits;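 active = activation above its plate's cutoff, the mean activation of test wells on that plate plus 3 SD, cut at about 19% in these data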;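 also: 0% = DMSO alone and 100% = 87 µM carbachol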
#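 Material – zebrafish TRPN1-YFP in HEK293 cells · Doses – 3 µM single point · Schedule – dye 1 h 37 °C plus 30 min RT · Signal – Fluo-8 calcium fluorescence, excitation 470-495 nm, emission 515-575 nm · Read-out – % activation versus carbachol response · Control set – carbachol high, DMSO low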
# PPC-1+TRAIL kill – compounds killing PPC-1 cancer cells with TRAIL present, primary screen, TRAIL potentiator project, ATPLite luminescence, uHTS. 220,000 compounds, 0.41% hits. PPC-1 cells + TRAIL, ATPLite viability luminescence. cell killing (% activity), % at 4 µM. AID 1443, 2008;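 active = cell killing above 50% in the first pass at 4 µM, then a duplicate retest at 5 µM averaging 50% or more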;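 also: plate controls were cells with TRAIL plus DMSO for no effect and medium-only wells lacking cells for full effect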
# Mdm2 ligase inh – MDM2-luciferase reporter signal enhancers, primary screen, MDM2 E3 ligase inhibitor project, cell-based, luminescence, 1536-well. cell-based MDM2 ubiquitination luciferase reporter, 2 h; 0 = plate control, 100 = twice control, blank-subtracted. signal enhancement, % at 5 µM. 210,000 compounds, 0.11% hits;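 active = signal enhancement of 30% or more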;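 also: luminescence tracks abundance of the self-degrading MDM2-luciferase fusion protein; higher signal means inhibition of MDM2 E3 ligase activity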
#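 System: stable MDM2–luciferase fusion reporter cells / Input: 2000 cells seeded into each well / Schedule: 4 h settle plus 2 h compound, 37 °C / Compound: single-point 5 µM / Buffer or medium: cells held in DMEM / Benchmarks: control and blank well means / Evaluation: percent signal gain over controls, blank-subtracted / Measured by: luciferase luminescence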
# TRPML3 agonist – human TRPML3 channel agonists, primary screen, cell-based, HEK293 TRPML3-YFP, Fluo-8 calcium fluorescence, 3 µM; Mucolipin-3 (Homo sapiens), Q8TDD5; 100% = the carbachol control signal; 220,000 compounds, 0.29% hits; activation, % at 3 µM;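 active = activation above its plate's cutoff, the mean activation of the plate's test wells plus 3 SD, cut at about 12% in these data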;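 also: 0% = DMSO only wells and 100% = carbachol wells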
#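 Material: HEK293 cells stably carrying human TRPML3-YFP; compound dosing: single dose, 3 µM final nominal compound, 0.3% DMSO final; incubation: 1-h 37 °C dye load, 5-s basal, 120-s post-compound reads; technique: Fluo-8 intracellular calcium fluorescence, excitation 470-495 nm, emission 515-575 nm; read-out basis: percent activation from peak-to-basal fluorescence ratio, scaled between DMSO and carbachol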
# EBV gp42 inh – Epstein-Barr virus gp42 inhibitors, primary screen, biochemical, uHTS, fluorescence polarization | Glycoprotein 42 (Epstein-Barr virus (strain AG876)), Q1HVG2 | Fluorescence polarization binding assay, mP read-out | inhibition, % (tested at 21.74 µM) | 220,000 compounds, 0.42% hits | AID 1085, 2008; in the data active = inhibition above about 50%
# CHOP inhibitor – inhibitors of CHOP promoter induction, primary screen, cell-based, unfolded protein response, luciferase reporter. AID 2732, 2010. CHO-K1 CHOP-promoter luciferase, tunicamycin-induced, 15-18 h. 220,000 compounds, 3.8% hits. inhibition, % at 10 µM;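 active = compounds that reduced the stress-induced luciferase reporter signal by more than about 70% of percent inhibition, limit read from the data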;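 also: 0% = tunicamycin plus vehicle and 100% = wells without tunicamycin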
# NCF1 inh – p47phox/p22phox peptide binding inhibitors, primary screen, biochemical, uHTS, NADPH oxidase regulatory subunit | inhibition, % at 24.7 µM | fluorescence polarization, 2 h | Neutrophil cytosol factor 1 (Homo sapiens), P14598 | AID 1274, 2008 | 220,000 compounds, 0.53% hits;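 active = inhibition above about 30%, limit read from the data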;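 also: 0% = p47phox with labelled peptide and 100% = labelled peptide alone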
# Target sequence (P14598 whole entry, looked up): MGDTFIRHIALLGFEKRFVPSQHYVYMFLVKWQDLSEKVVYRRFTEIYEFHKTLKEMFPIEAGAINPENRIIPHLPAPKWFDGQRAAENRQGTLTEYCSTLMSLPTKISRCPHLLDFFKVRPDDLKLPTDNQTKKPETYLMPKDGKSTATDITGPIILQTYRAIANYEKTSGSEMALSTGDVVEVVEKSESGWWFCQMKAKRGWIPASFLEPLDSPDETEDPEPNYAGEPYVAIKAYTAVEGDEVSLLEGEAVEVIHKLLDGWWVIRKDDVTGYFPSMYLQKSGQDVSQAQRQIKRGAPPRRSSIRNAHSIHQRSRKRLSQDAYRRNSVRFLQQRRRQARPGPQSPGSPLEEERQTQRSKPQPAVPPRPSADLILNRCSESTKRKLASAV
# Runt-SMMHC FRET – inhibitors of RUNX1 Runt–CBFb-SMMHC binding, primary screen, biochemical, FRET, Cerulean-Runt, Venus-CBFb-SMMHC, uHTS; Cerulean-Runt/Venus-CBFb-SMMHC FRET ratio 530/480, 1 h; inhibition, % at 20 µM; 220,000 compounds, 0.74% hits;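 active = mean inhibition across duplicate retests at 20 µM reaching about 50%, limit read from the data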;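 also: 0% = DMSO wells and 100% = wells with excess untagged CBFb-SMMHC; inhibitors lower the FRET ratio by blocking Runt binding to CBFb-SMMHC; some results filed as inactive read as strong as hits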
# Target sequence (Q01196 whole entry, looked up): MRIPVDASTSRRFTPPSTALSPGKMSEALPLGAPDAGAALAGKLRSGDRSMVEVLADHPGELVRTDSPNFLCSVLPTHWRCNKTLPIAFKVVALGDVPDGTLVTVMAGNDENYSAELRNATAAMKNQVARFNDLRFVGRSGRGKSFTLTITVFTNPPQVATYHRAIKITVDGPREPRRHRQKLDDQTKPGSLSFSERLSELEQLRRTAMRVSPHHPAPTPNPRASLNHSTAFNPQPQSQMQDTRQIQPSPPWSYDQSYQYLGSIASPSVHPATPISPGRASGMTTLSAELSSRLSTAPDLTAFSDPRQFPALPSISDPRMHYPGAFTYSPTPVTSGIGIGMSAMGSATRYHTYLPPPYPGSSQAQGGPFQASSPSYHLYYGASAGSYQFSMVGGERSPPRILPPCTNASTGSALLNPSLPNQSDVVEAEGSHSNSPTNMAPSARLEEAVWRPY
# Target sequence (Q13951 whole entry, looked up): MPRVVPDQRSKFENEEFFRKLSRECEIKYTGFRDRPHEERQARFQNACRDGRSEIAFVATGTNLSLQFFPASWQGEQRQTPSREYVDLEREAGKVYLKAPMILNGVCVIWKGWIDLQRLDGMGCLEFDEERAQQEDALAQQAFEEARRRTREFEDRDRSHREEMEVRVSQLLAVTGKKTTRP
# * marks the source's active call; other numbers are inactive results; · = not tested or not shown.
SMILES,TNF death inh,zfTRPN1 agonist,PPC-1+TRAIL kill,Mdm2 ligase inh,TRPML3 agonist,EBV gp42 inh,CHOP inhibitor,NCF1 inh,Runt-SMMHC FRET
Cc1ccc(O)c(-c2cc(C(=O)NCc3ccncc3)[nH]n2)c1,-8.7,1.6,-4,6,0.5,-2,6,-6,2
COc1cc(/C=C(\C#N)C(N)=O)ccc1OCc1c(C)no[n+]1[O-],-3.0,2.8,22,-14,0.7,-11,15,3,-8
COc1ccc(OCC(=O)Nc2cc(OC)cc(OC)c2)cc1,1.3,0.0,-9,-16,-0.6,-23,-8,15,2
O=C(NCc1nnc2c3ccccc3c(-c3ccccc3)nn12)c1ccccc1Cl,-1.7,0.2,-1,-2,-0.5,-17,25,-12,1
CCCSc1nc(C)nc2c1c(=O)n(C)c(=O)n2C,-0.6,0.7,-21,-6,0.8,-10,56,-8,3
Cc1ccnc(N2C(=O)CSC2c2ccc(Cl)cc2)c1 (centres undefined),0.8,-1.1,13,11,-1.7,9,-14,-5,1
O=C1C2ON(c3ccccc3)C(c3cccnc3)C2C(=O)N1c1ccc(Cl)c(Cl)c1 (centres undefined),1.5,-0.6,4,-11,0.5,8,48,-7,-2
CCC(CO)NCc1cc(OC)c(OCC(=O)NCCc2ccccc2)cc1Br (centres undefined),1.9,-0.7,2,9,0.9,-8,27,-8,2
O=C(O)CCC(=O)N1CCc2cc(S(=O)(=O)N(CCc3ccccc3)Cc3ccccc3)ccc21,0.0,-0.5,18,-11,0.2,-14,63,-51,-4
N#C/C(=C\c1c(N2CCCCC2)nc2ccccn2c1=O)C(=O)NC1CCS(=O)(=O)C1 (centres undefined),-0.3,-0.6,21,1,0.6,-4,20,-8,81*
C/C(=N\N1CCN(c2ccc(Cl)cc2)CC1)c1ccco1,0.3,1.1,10,-9,-0.8,-12,13,-7,-1
C=C(C)COc1ccc(-c2[nH]ncc2-c2ccccc2)c(O)c1,0.5,-1.4,7,-15,-1.0,-3,102*,-14,2
COc1ccc(/C=N/NC(=S)Nc2ccccc2)cc1COc1cccc(C)c1C,2.4,2.1,11,·,0.5,-6,91*,-10,-1
CCOC(=O)c1c(C)[nH]c(C)c1C(=O)CSc1nnc(-c2ccco2)n1Cc1ccccc1,-1.5,0.1,9,-5,-0.7,6,9,-4,2
CCn1c(NCc2ccccc2Cl)nc2ccccc21,12,-1.4,28,5,-0.7,16,19,-8,-8
CCC(C)(C)NC(=O)C(c1ccc(C)cc1)N(Cc1ccco1)C(=O)Cn1nnc2ccccc21 (centres undefined),-1.4,1.0,11,-8,0.0,-5,33,-1,2
CC(=O)OCc1c(COC(C)=O)[n+](=O)c2ccccc2n1[O-],-0.7,0.8,-11,-2,0.8,-3,8,-34,-2
C/C=C/C(=O)OCC(=O)Nc1cccc(S(=O)(=O)NC2=NCCCCC2)c1,1.5,0.1,11,-6,0.9,-11,-10,-3,0
CCOC(=O)C1=C(C)N=c2s/c(=C\c3ccc(OC(C)=O)cc3)c(=O)n2C1/C=C/c1ccccc1 (centres undefined),1.0,-0.1,-4,4,0.8,-31,25,-15,-98
O=C(NCCc1ccccc1)C(=O)NCC1OCCN1S(=O)(=O)c1ccccc1 (centres undefined),2.9,-0.6,2,-2,0.1,0,13,-1,1
CCN(CC)C(=S)Nc1cc(C(=O)OC)ccc1C(=O)OC,0.7,-0.5,1,1,0.6,-1,-6,0,32
Cc1cccc(C)c1NC(=S)Nc1ccc(F)cc1,-5.9,2.1,9,-10,1.1,-5,8,-13,2
O=C(NNC(=O)c1cccs1)c1ccc(S(=O)(=O)N2CCCCC2)cc1,1.5,1.2,7,-5,0.9,-18,-26,-7,-5
CN1CCN(C(=O)c2cc3nc(-c4ccc(Cl)cc4)cc(C(F)(F)F)n3n2)CC1,-2.8,-0.3,23,-9,0.0,-18,39,-11,0
CC(C)C(=O)N1CCC2(CC1)Oc1ccc(Cl)cc1C(=O)C21CC(c2ccccc2)=NO1 (centres undefined),2.2,·,4,-3,·,-6,15,-9,-2

# Later entries
SMILES,TNF death inh,zfTRPN1 agonist,PPC-1+TRAIL kill,Mdm2 ligase inh,TRPML3 agonist,EBV gp42 inh,CHOP inhibitor,NCF1 inh,Runt-SMMHC FRET
Fc1ccc(CSc2nnc(Cc3sc(-c4ccccc4)nc3-c3ccccc3)o2)cc1,2.0,0.5,6,-8,1.0,4,40,-6,4
COC(=O)Nc1ccc2c(c1)ncn2C1CCCCC1,0.6,1.5,13,-6,0.1,-7,12,2,-1
O=C(O)CSCC(=O)Nc1ccc(C(=O)O)cc1,1.0,-0.8,20,-4,0.2,-9,-7,-4,-1
O=C(O)CCc1cccnc1,0.2,0.8,25,·,0.3,-7,17,-27,1
O=C(NO)c1cc(OCC(F)(F)F)ccc1OCC(F)(F)F,-2.8,1.0,-4,-1,0.2,6,23,-7,2
O=C1CCC(=O)N1CCOP1(=O)COc2ccccc2OC1,0.9,-0.9,-3,0,1.1,-24,-17,-8,-1
CCCCCCCCCCOC(=O)C[N+](C)(C)CC1CCCCC1O (centres undefined),1.2,-1.9,5,-3,-1.0,-12,5,-4,-1
Cc1ccc(OCCSCc2nc3ccccc3[nH]2)cc1,-0.7,2.2,13,-20,1.0,9,24,0,22
Cc1cc(NC(=O)c2ccc(COc3ccc(Cl)c(C)c3)o2)no1,-0.1,-0.9,15,-9,1.1,-17,-18,-12,1
Cc1ccccc1C(=O)c1c[nH]c(C(=O)N=CN(C)C)c1,0.7,-0.5,7,-12,0.8,-2,2,2,4
O=Cc1c(-[n+]2ccccc2)nc([O-])n1-c1ccccc1,-0.8,-0.1,11,8,1.0,-10,21,-4,-4
Cc1sc2ncnc(Sc3nc4ccccc4s3)c2c1C,-9.5,0.8,6,·,1.0,-11,39,-21,-4
COc1ccccc1-c1cc(C(=O)N2CCN(c3ccc(F)cc3)CC2)no1,-10,1.1,3,-17,-1.1,-15,-5,5,-2
CCCc1cc(=O)[nH]c(SCC(=O)NN(c2ccccc2)c2ccccc2)n1,1.0,-2.6,3,-16,-0.6,-11,-2,-6,3
CC1CC(C)CN(S(=O)(=O)c2cccc(C(=O)N3C(=O)c4cccc(N)c4C3=O)c2)C1 (centres undefined),-2.0,1.0,-9,-12,0.9,-22,18,3,62*
Cc1ccc(-n2cc(C(=O)O)c(=O)cc2C)c(C)c1,-0.8,1.1,10,-10,-0.5,-1,0,1,1
O=C(Nc1cn(-c2ccccc2)nc1-c1ccccc1)c1ccccc1,1.8,-1.9,10,-3,-0.4,-10,25,-8,0
Cc1c(Cl)cnc(NC(=O)COC(=O)CCC(=O)c2cccs2)c1Cl,-0.1,2.2,3,-10,0.1,15,6,-11,-3
CCOC(=O)C1CC=C(Cl)CC1C(=O)Nc1nccs1 (centres undefined),-0.1,0.4,10,-12,-0.3,-17,2,-8,-3
CCC(Oc1ccccc1)C(=O)N1CCC(C(N)=O)CC1 (centres undefined),0.6,-0.3,13,7,0.5,-7,12,-9,-2
O=C(CCCN1C(=O)/C(=C/c2ccccc2Cl)SC1=S)NNC(=O)c1cccnc1,-4.7,-0.2,12,-13,1.2,-37,53,5,-2
COc1ccc(CNC(=O)c2ccc(-c3ccccc3)cc2)cc1OC,0.8,3.6,7,-14,1.2,-14,25,-1,2
Cn1c(Cn2c(=O)sc3ccccc32)nnc1SCc1ccccc1,1.2,-0.2,-7,-13,-0.2,-9,17,-9,4
Cc1cc(C)c2nc(SCCC#N)nc(C)c2c1,-0.7,-1.1,1,-6,0.1,5,19,2,-2
Cc1cc(C)cc(OCC(=O)Nc2cc(C)on2)c1,0.8,-0.4,-20,1,-1.2,-19,22,3,1
CCOc1ccccc1N(C(=O)c1snc(C(N)=O)c1N)C(C(=O)NC1CCCC1)c1ccco1 (centres undefined),-2.7,-2.8,10,19,-1.7,-15,3,-1,3
O=C1OC(c2ccc(Br)cc2)=N/C1=C\N1CCCCC1,0.1,-0.6,5,-11,-0.2,-41,-19,-6,-6

# Gathered by group: the entries above with an aryl thioether with sulfur outside any ring
SMILES,TNF death inh,zfTRPN1 agonist,PPC-1+TRAIL kill,Mdm2 ligase inh,TRPML3 agonist,EBV gp42 inh,CHOP inhibitor,NCF1 inh,Runt-SMMHC FRET
CCCSc1nc(C)nc2c1c(=O)n(C)c(=O)n2C,-0.6,0.7,-21,-6,0.8,-10,56,-8,3
CCOC(=O)c1c(C)[nH]c(C)c1C(=O)CSc1nnc(-c2ccco2)n1Cc1ccccc1,-1.5,0.1,9,-5,-0.7,6,9,-4,2
Fc1ccc(CSc2nnc(Cc3sc(-c4ccccc4)nc3-c3ccccc3)o2)cc1,2.0,0.5,6,-8,1.0,4,40,-6,4
Cc1sc2ncnc(Sc3nc4ccccc4s3)c2c1C,-9.5,0.8,6,·,1.0,-11,39,-21,-4
CCCc1cc(=O)[nH]c(SCC(=O)NN(c2ccccc2)c2ccccc2)n1,1.0,-2.6,3,-16,-0.6,-11,-2,-6,3
Cn1c(Cn2c(=O)sc3ccccc32)nnc1SCc1ccccc1,1.2,-0.2,-7,-13,-0.2,-9,17,-9,4
Cc1cc(C)c2nc(SCCC#N)nc(C)c2c1,-0.7,-1.1,1,-6,0.1,5,19,2,-2

# Not a hit list; 5.9% or so of the library scored in one or more.
